# Compound activity (PubChem BioAssay)
# CHT inh: inhibits the human high affinity choline transporter. CHT-expressing cells, membrane potential dye, choline response; active compounds read low. B-score at 10 µM. 0.86% of 310,000 active. AID 488975;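 active means B-score over 3 SD under the library average, and starting fluorescence ratio not unusually high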;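 further: choline stimulus applied at its EC90 after an EC20 pre-addition; B-score computed on integrated fluorescence ratio after choline addition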
# Target sequence (Q9GZV3 whole entry, looked up): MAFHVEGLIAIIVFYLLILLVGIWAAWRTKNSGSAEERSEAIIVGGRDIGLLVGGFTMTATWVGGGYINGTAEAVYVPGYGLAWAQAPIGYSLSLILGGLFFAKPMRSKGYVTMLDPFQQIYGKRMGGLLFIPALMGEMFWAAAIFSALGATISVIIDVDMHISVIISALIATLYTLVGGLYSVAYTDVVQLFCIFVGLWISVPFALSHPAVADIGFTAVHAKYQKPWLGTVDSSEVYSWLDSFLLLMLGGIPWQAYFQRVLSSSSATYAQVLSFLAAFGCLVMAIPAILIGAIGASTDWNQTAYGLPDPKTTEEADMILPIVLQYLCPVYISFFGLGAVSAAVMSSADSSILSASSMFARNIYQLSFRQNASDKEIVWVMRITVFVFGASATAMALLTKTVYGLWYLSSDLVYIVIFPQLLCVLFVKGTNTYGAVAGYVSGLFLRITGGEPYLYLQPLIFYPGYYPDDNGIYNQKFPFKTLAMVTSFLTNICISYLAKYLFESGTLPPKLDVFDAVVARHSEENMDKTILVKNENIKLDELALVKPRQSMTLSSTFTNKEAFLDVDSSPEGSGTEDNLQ
# Kir21 inh: inhibitors of mouse Kir2.1 inward-rectifier potassium channel. B-score at 10 µM. P35561. HEK293-Kir2.1, FluxOR thallium flux fluorescence; active compounds read low. 0.85% of 310,000 active;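 active means fluorescence ratio B-score at or below minus 3 SD of library scores, with starting-brightness B-score within 2 SD, cut at about -4.2 in these data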;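 further: channel flux triggered by added potassium and thallium sulfate stimulus; B-score of peak minus minimum fluorescence over baseline after thallium stimulus; more negative B-score means stronger Kir2.1 block with less thallium influx; some compounds called inactive have numbers as strong as hits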
# Target sequence (P35561 whole entry, looked up): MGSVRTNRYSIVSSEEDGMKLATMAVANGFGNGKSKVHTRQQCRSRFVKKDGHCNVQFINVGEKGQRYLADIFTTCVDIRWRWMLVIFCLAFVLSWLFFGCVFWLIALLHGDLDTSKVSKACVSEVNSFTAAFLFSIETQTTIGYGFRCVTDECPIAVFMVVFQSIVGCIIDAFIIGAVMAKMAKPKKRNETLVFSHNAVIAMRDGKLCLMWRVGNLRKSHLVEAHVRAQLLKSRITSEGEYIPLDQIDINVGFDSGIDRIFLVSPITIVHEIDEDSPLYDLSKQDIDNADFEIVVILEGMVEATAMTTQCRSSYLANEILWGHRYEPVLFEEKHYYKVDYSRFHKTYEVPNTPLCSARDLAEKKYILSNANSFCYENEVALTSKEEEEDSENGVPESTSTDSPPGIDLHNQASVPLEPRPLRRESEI
# * marks the source's active call; other numbers are inactive results; i = inactive; · = not tested or not shown.
mol	CHT inh	Kir21 inh
Cc1ccc(S(=O)(=O)NCCC(=O)NCC(c2ccco2)N2CCCCC2)cc1C (stereo not given)	i	1
FC(F)(F)c1cccc(N2CCN(C(=S)NC3CCCCC3)CC2)c1	i	-2.2
NS(=O)(=O)c1ccc(CCNC(=O)c2ccc[nH]c2=S)cc1	i	0.05
Cc1cc(N2C(=O)C(O)=C(C(=O)c3cccs3)C2c2cccc(O)c2)no1 (stereo not given)	i	0.71
Cc1onc(-c2ccccc2Cl)c1C(=O)N1CCC(C)CC1	i	-2
OC(CN1CCOCC1)Cn1c2ccccc2c2ccccc21 (stereo not given)	i	-0.36
CC1CC(C)CN(CC(O)COC2CC(C)CC(C)(C)C2)C1 (stereo not given)	i	0.02
Cc1[nH]nc(N2CCCCCC2)c1[N+](=O)[O-]	i	-0.05
CO/N=C(/C(=O)N[C@@H]1C(=O)N2C(C(=O)O)=CCS[C@H]12)c1cnc(N)s1	i	-0.37
O=C(NNC1CC(=O)N(c2ccccc2)C1=O)c1ccco1 (stereo not given)	i	-0.14

mol	CHT inh	Kir21 inh
C=CCOc1ccc(Br)cc1/C=N/O	i	0.91
CCOC(=O)/C=C1\SCC(=O)N1CC(=O)Nc1ccccc1OC(F)F	i	0.93
CCc1nnc(NC(=O)c2ccc(OC)cc2)s1	i	0.81
CC(=O)C(=Cc1ccc(O)cc1)C(C)=O	i	2.7
Cc1ccnc(NC(=O)c2ccc(Cl)c(NC(=O)CCc3ccccc3)c2)c1	i	1.4
CC1C(=O)N2CCCc3cc(NC(=O)C(=O)NCCc4c[nH]c5ccccc45)cc1c32 (stereo not given)	i	0.43
Nc1c(Cl)ncnc1N/N=C/c1ccc(O)cc1	i	-0.81
O=C(c1cc(-c2ccc(Cl)cc2)n[nH]1)N1CCN(C(=O)c2ccco2)CC1	i	-0.26
Cc1ccc(C(=O)Nc2cccc3cccnc23)cc1Br	i	-1.2
NS(=O)(=O)c1ccc(CCN=Cc2ccccc2O)cc1	i	-0.33

mol	CHT inh	Kir21 inh
Cc1ccc(Nc2nc(N)c([N+](=O)[O-])c(NCc3ccccc3)n2)cc1	i	-0.22
O=C1NC[C@@H](Cc2cccc3ccccc23)N(CCC23CC4CC(CC(C4)C2)C3)C1=O	i	-0.65
Cn1c(=O)n(CC(=O)N2CCOCC2)c2ccccc21	i	0
Cc1ccccc1Nc1nc(N)nc(COC(=O)[C@@H](NC(=O)c2ccccc2Cl)C(C)C)n1	i	-0.06
CN(Cc1nc(-c2ccccc2)no1)C1CCOCC1	i	1.1
O=S(=O)(NCC(c1cccnc1)N1CCN(c2ccc(F)cc2)CC1)c1cc(F)ccc1F (stereo not given)	i	0.01
Cc1ccc(C2=NS(=O)(=O)N(C)C(C(=O)N3CCCCC3)=C2)cc1	i	-0.47
CCCNC(=O)c1ccccc1NC(=O)C1=CSCCO1	i	0.39
CC(=O)c1cc(C(=O)N2CCCC(C(=O)c3ccc(Cl)cc3)C2)cs1 (stereo not given)	i	0
Cc1ccc(C(=O)CSc2nc3ccccc3c(=O)n2-c2ccccc2)s1	i	-0.44

mol	CHT inh	Kir21 inh
COc1ccc(NC(=O)/C=C/c2ccc(OC(F)F)cc2)cn1	i	0.1
COc1ccc(CCNC(=O)C2CCN(Cc3nc(-c4cccc(Cl)c4)oc3C)CC2)cc1OC	i	-0.78
COc1ccccc1CN1CCc2c([nH]c3ccccc23)C1	i	-1.3
COc1cccc(NC(=O)Cn2c(=O)n(-c3ccccc3)c(=O)c3oc4ccccc4c32)c1	i	0.01
Cc1ccc(C)n1-c1ccc(C(=O)NCC2CCCO2)cc1 (stereo not given)	i	·
CCCc1ccc(OCc2ccc(C(=O)NCc3cccnc3)o2)c(OC)c1	-5.7*	0.14
C/C=C/c1ccc(Oc2nnnn2-c2ccc(C(N)=O)cc2)c(OC)c1	i	-0.72
COc1ccc(C2NC(C(=O)O)CS2)cc1COCC(F)(F)F (stereo not given)	i	-1.6
C#CC(=O)N(c1ccc(OC)cc1OC)C(C(=O)NC1CCCC1)c1cccs1 (stereo not given)	i	-0.08
CCC(=O)N(Cc1ccco1)c1nc(-c2ccccc2)cs1	i	0.6

mol	CHT inh	Kir21 inh
CCOc1cc(CNCCSc2nnnn2C)cc(Br)c1OCc1ccccc1F	i	0.04
Cc1cc(C)cc(C(=O)N2CCN(c3ccccn3)CC2)c1	i	1.5
O=C(c1ccc(-n2c(SCc3cccc(F)c3)nc3ccccc3c2=O)cc1)N1CCOCC1	i	0.53
O=C(CSc1nnc(-c2cccs2)o1)N1CCOCC1	·	-1.6
CCS(=O)(=O)N1CCC(C(=O)NCc2ccccc2OC)CC1	i	0.18
CCOC(=O)C1(Cc2cccc(F)c2)CCN(Cc2cn(CC)nc2C)CC1	i	0.23
CCOc1ccc(N(CC(=O)NCCSCc2ccco2)S(=O)(=O)c2ccc(C)cc2)cc1	i	0.88
C/C(CC(=O)Nc1ccc([N+](=O)[O-])cc1)=N/NC(=O)C1CC12CCC2 (stereo not given)	i	-0.66
O=C(COc1ccc(/C=N/NC(=O)c2ccccc2)cc1)Nc1ccc([N+](=O)[O-])cc1	i	-1.1
O=C(COC(=O)c1ncc(Cl)c(Cl)c1Cl)Nc1ccccc1OC(F)F	i	1.1

# As entered above:
# `CCOc1cc(CNCCSc2nnnn2C)cc(Br)c1OCc1ccccc1F` – Kir21 inh = 0.04
# `Cc1ccc(C(=O)Nc2cccc3cccnc23)cc1Br` – Kir21 inh = -1.2
# `CN(Cc1nc(-c2ccccc2)no1)C1CCOCC1` – Kir21 inh = 1.1
# `Cc1cc(N2C(=O)C(O)=C(C(=O)c3cccs3)C2c2cccc(O)c2)no1` (stereo not given) – Kir21 inh = 0.71
# `COc1ccc(NC(=O)/C=C/c2ccc(OC(F)F)cc2)cn1` – Kir21 inh = 0.1
# `NS(=O)(=O)c1ccc(CCN=Cc2ccccc2O)cc1` – Kir21 inh = -0.33

# (further entries)
mol	CHT inh	Kir21 inh
COc1cc(C(=O)NCCc2cc3c(OC)ccc(OC)c3[nH]c2=O)cc(OC)c1OC	i	0.45
O=C(O)C/C(=C\c1cccc(NC(=O)c2ccccc2Cl)c1)c1nc2ccccc2s1	i	0.38
Cc1cc(C)c2c(=O)n(-c3ccccc3)[nH]c2n1	i	2.2
CC(=O)N1CCN(S(=O)(=O)c2cccc(C(=O)NC3CCC(C)CC3)c2)CC1 (stereo not given)	-5*	-0.32
O=C(c1ccc(Cl)cc1)c1c[nH]cc1-c1ccccc1	i	0.36
COc1ccc(CCN(C(=O)c2snc(C(N)=O)c2N)C(C)C(=O)NC2CCCCC2)cc1OC (stereo not given)	i	1.4
CN1CCN(c2ccccc2NC(=O)c2ccc([N+](=O)[O-])cc2Cl)CC1	i	1
CC1Cc2ccccc2N1C(=O)CCN1C(=O)C2C3C=CC(C3)C2C1=O (stereo not given)	i	0.83
O=P(O)(O)c1ccccc1OCc1ccccc1	i	-0.56
CN(Cc1ccco1)C(=O)C1CCN(c2nnc(-n3cccc3)s2)CC1	i	0.76

# Arranged by molecular weight (highest first): part of the list above
mol	CHT inh	Kir21 inh
O=C(O)C/C(=C\c1cccc(NC(=O)c2ccccc2Cl)c1)c1nc2ccccc2s1	i	0.38
CC(=O)N1CCN(S(=O)(=O)c2cccc(C(=O)NC3CCC(C)CC3)c2)CC1 (stereo not given)	-5*	-0.32
O=C(c1ccc(Cl)cc1)c1c[nH]cc1-c1ccccc1	i	0.36

# Next compounds follow:
mol	CHT inh	Kir21 inh
COc1ccccc1OCC(O)CN1CCN(CC(=O)Nc2c(C)cccc2C)CC1 (stereo not given)	i	-0.47
Cc1ccc(SCCC(=O)OCC(=O)Nc2ccc(S(N)(=O)=O)cc2)cc1	i	2.4
CCCc1cc(=O)[nH]c(SCC(=O)c2cc(C)n(-c3cc(C)on3)c2C)n1	i	-2.5
CCOC(=O)N1CCC(NC(=O)CS(=O)Cc2nc(-c3ccc(Cl)cc3)oc2C)CC1 (stereo not given)	i	0.01
CCOc1ccc(N2C(=O)CC(Sc3nc(C)cc(C)n3)C2=O)cc1 (stereo not given)	i	-0.29
O=C(c1nn(Cc2ccccc2)c(=O)c2ccccc12)N1CCN(c2ccccn2)CC1	i	-2
COc1ccc(/C(N)=N/OC(=O)c2cccs2)cc1	i	-0.1
COc1ccc(NC(=S)N(CCc2ccc(OC)c(OC)c2)Cc2ccccn2)cc1	i	0.63
CC(C)[C@H](NC(=O)N1CCn2c1nc1ccccc12)C(=O)N[C@@H](Cc1ccccc1)C(=O)O	i	-0.08
CC1CC2(CC(C)(C(=O)CSc3n[nH]c(-c4ccccc4Cl)n3)OC2=O)C(=O)O1 (stereo not given)	i	-0.26

mol	CHT inh	Kir21 inh
O=C(O)CCn1c(SCCOc2ccccc2F)nc2ccccc21	i	0.92
CCc1ccc(-c2cc(C(F)(F)F)n3nc(C(=O)Nc4c(C)nn(Cc5ccccc5Cl)c4C)cc3n2)s1	i	-0.23
CCOc1ccc(NC(=O)CN2CCN(S(=O)(=O)c3ccc(Cl)cc3)CC2)cc1	i	-0.69
COc1ccc(NC(=S)NCCSc2ccc(Cl)cc2)c(OC)c1	i	-0.93
COc1ccc(-c2cnn3c4c(c(C)nc23)CCN4C(C)C)cc1OC	i	0.45
CCC(C)[C@H](NC(=O)c1cn(CC)c2cc3c(cc2c1=O)OCO3)C(=O)NCCCn1ccnc1 (stereo not given in full)	i	-0.01
C[n+]1c2n(c3ccccc31)N=C(c1ccc(Cl)cc1)CS2	i	0.67
C/C(=N\NC(=O)c1c[nH]c2ccccc12)c1ccc(C)s1	i	0.05
CCCN(CCC)S(=O)(=O)c1cccc(C(=O)N=c2sccn2C)c1	i	-0.02
CC(=O)N1CCc2c(sc(NC(=O)CS(=O)(=O)c3ccc(F)cc3)c2C(N)=O)C1	i	0.4

mol	CHT inh	Kir21 inh
Oc1ccc(C(=S)N2CCCCCC2)cc1	i	0.01
COC(=O)COc1ccc2cc(-c3ccc(OC)cc3)c(=O)oc2c1	i	0.18
COc1cccc(/C=C2\CCCCC2=O)c1	i	-0.04
CCc1ccccc1NC(=O)N1C2CCCC1CC(NC(C)=O)C2 (stereo not given)	i	-0.43
COc1cc(C(=O)NC2=NCCS2)cc(OC)c1OC	i	1.7
Cc1nc2ccc(NC(=O)CCS(=O)(=O)c3ccccc3)cc2s1	i	-1.4
CCN(CCn1cccn1)C(=O)C1CCC(=O)N(CC2CCCCC2)C1 (stereo not given)	i	-1.2
CC(=O)N1CCCC(C(=O)c2ccc3c4c(cccc24)CC3)C1 (stereo not given)	i	0.98
Oc1ccc(-c2nncn2-c2ccccc2)cc1	i	0.39
COc1ccc(-n2nnnc2CNC(=O)c2ccc(S(=O)(=O)N3CCOCC3)cc2)cc1	i	0.34

mol	CHT inh	Kir21 inh
CCOCCCNc1nc2c(-c3ccccc3)nnn2c2ccccc12	i	-1.1
O=C(COC(=O)c1c(F)cccc1F)NCCNC(=O)COC(=O)c1c(F)cccc1F	i	-0.45
O=C(C1CCN(S(=O)(=O)c2cccc3cccnc23)CC1)N1CCN(c2ccccc2)CC1	i	·
COC(=O)C1=C(C(=O)OC)C(c2ccc(OC)c(OC)c2)c2sc(=O)[nH]c2S1 (stereo not given)	i	-0.62
CCOC(=O)N1CCC(=NNC(N)=O)CC1	i	1.2
O=C(COC(=O)c1ccc(Br)o1)NC1CCCCC1	i	1.2
CCOc1ccc(S(=O)(=O)N2CCN(C(=S)NCc3ccco3)CC2)cc1	i	0.36
NC(=O)c1c(NC(=O)CCCn2cnc([N+](=O)[O-])n2)sc2c1CCCC2	i	-1.1
CC(C)(C)C(=O)Cn1c(=N)n(Cc2ccccc2Cl)c2ccccc21	i	-0.28
N#CCCn1nnc2ccccc21	i	0.19

mol	CHT inh	Kir21 inh
CN1CCN(C(=O)/C(=C/c2cccc([N+](=O)[O-])c2)NC(=O)c2ccccc2)CC1	i	-0.85
Cn1c(CC(=O)Nc2ccc(F)cc2)nnc1SCC(=O)Nc1nncs1	i	-0.69
Cc1ccc(NC(=O)C2CCCN2C(=O)OCc2ccccc2)cc1C (stereo not given)	i	0.43
C=CCN(CC=C)C(=O)c1ccc(OC2CCN(C(C)=O)CC2)c(OC)c1	i	0.55
CN(CC(=O)N1CCN(C2CCCCC2)CC1)S(=O)(=O)c1cccc2nsnc12	i	-0.16
CC(C(=O)N=Nc1c(O)[nH]c2ccccc12)n1cnc2ccccc2c1=O (stereo not given)	i	0.38
Cc1cc(NS(=O)(=O)c2ccc(NC(=O)COc3ccccc3C(C)C)cc2)no1	i	-1.1
CCCN(CCC)CCNC(=O)C1CCN(Cc2nc(-c3ccc(Cl)cc3)oc2C)CC1	i	-1.3
Cc1ccc2cc(S(=O)(=O)NCCCC(=O)O)ccc2c1	i	0.27
Cc1ccc(NC(=O)CCCC(=O)OC(C)C(=O)c2ccccc2)cc1 (stereo not given)	i	-1.5

mol	CHT inh	Kir21 inh
Cc1ccc2occ(/C=N/NC(=O)c3ccc(Cl)cc3)c(=O)c2c1	i	0.03
CN1CCN(S(=O)(=O)c2cccc(C(=O)Nc3cccc(S(N)(=O)=O)c3)c2)CC1	i	0.23
O=C(N/C=C/c1ccc(Cl)cc1)NCc1ccc(Cl)cc1	i	-0.09
COc1ccc(-c2nc(S(=O)(=O)c3ccc(C)cc3)c(N3CCCC3)o2)cc1	i	-0.06
Cc1c(Br)c(C(=O)NCc2cc3cc(Cl)ccc3[nH]2)nn1C	i	0.11
O=C(NNC(=S)NC1CCCCC1)c1ccc(Cl)s1	i	1
COc1cccc(C(=O)N(Cc2cc3cc(C)ccc3[nH]c2=O)CC2CCCO2)c1 (stereo not given)	i	1.4
COc1ccc(F)cc1S(=O)(=O)NCc1ccccc1	i	-0.4
CCOC(=O)c1c(C(=O)OCC)c(C)n(N2C(=O)CSC2=S)c1C	i	1.4
CCOC(=O)c1cc2c(C)n(-c3ccc(C)cc3)c(C)c2ccc1=O	i	0.35
C[C@H](NS(=O)(=O)c1ccc(Cl)cc1)C(=O)OCC(=O)c1ccc[nH]1	i	-1.4
